Assay outcomes from PubChem BioAssay.
KKLEB cytotox – counter-screen for CF NF-kB inhibitors: cytotoxicity | KKLEB CF airway cells viability, ATPlite luminescence, overnight; stronger effect = lower value; cells stimulated with P. aeruginosa culture filtrate | activity change (cytotoxicity), % at 5 µM | hit rate 0.36% among 360,000;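 active means corrected activity change at or below -50% at 5 µM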
COUP-TFII inh – blocks human COUP-TFII nuclear receptor; inhibition, % at 8.6 µM; hit rate 0.7% among 370,000; P24468; HEK293T NGFI-A luciferase reporter, luminescence;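 active means inhibition above a per-plate cutoff, mean inhibition of test wells between control levels plus 3 SD, cut at about 38% in these data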;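 further: cells cotransfected with COUP-TFII expression vector driving the NGFI-A reporter; 0% = median of COUP-TF2 test wells and 100% = reporter-only cells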
TWEAK Fn14 block – blocks TWEAK-Fn14 interaction in a reporter cell assay | TWEAK-stimulated Fn14 reporter cells, luciferase luminescence, 8 h | inhibition, % at 10 µM | hit rate 2% among 360,000 | AID 1159606; in the data active means inhibition above about 50%
C8 TRAIL sens – caspase-8 TRAIL sensitization | NB7+C8 cells + TRAIL, ATPlite viability luminescence | inhibition (viability loss, TRAIL sensitization), % at 10 µM | hit rate 1% among 360,000;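 active means compounds causing at least 50% loss of cell viability in the single-dose screen, relative to plate controls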
NCOA2 inhibitor – inhibits human steroid receptor coactivator 2. Q15596. HEK293 GAL4-SRC2 luciferase reporter, luminescence. inhibition, % at 9 µM. hit rate 0.17% among 370,000;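 active means inhibition above the mean inhibition of all tested compounds plus 3 SD, set per campaign, cut at about 52% in these data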;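 further: 0% = DMSO treated cells and 100% = cells given Gossypol at 36 µM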
Target sequence (Q15596 whole entry, looked up, the tested form may be a part): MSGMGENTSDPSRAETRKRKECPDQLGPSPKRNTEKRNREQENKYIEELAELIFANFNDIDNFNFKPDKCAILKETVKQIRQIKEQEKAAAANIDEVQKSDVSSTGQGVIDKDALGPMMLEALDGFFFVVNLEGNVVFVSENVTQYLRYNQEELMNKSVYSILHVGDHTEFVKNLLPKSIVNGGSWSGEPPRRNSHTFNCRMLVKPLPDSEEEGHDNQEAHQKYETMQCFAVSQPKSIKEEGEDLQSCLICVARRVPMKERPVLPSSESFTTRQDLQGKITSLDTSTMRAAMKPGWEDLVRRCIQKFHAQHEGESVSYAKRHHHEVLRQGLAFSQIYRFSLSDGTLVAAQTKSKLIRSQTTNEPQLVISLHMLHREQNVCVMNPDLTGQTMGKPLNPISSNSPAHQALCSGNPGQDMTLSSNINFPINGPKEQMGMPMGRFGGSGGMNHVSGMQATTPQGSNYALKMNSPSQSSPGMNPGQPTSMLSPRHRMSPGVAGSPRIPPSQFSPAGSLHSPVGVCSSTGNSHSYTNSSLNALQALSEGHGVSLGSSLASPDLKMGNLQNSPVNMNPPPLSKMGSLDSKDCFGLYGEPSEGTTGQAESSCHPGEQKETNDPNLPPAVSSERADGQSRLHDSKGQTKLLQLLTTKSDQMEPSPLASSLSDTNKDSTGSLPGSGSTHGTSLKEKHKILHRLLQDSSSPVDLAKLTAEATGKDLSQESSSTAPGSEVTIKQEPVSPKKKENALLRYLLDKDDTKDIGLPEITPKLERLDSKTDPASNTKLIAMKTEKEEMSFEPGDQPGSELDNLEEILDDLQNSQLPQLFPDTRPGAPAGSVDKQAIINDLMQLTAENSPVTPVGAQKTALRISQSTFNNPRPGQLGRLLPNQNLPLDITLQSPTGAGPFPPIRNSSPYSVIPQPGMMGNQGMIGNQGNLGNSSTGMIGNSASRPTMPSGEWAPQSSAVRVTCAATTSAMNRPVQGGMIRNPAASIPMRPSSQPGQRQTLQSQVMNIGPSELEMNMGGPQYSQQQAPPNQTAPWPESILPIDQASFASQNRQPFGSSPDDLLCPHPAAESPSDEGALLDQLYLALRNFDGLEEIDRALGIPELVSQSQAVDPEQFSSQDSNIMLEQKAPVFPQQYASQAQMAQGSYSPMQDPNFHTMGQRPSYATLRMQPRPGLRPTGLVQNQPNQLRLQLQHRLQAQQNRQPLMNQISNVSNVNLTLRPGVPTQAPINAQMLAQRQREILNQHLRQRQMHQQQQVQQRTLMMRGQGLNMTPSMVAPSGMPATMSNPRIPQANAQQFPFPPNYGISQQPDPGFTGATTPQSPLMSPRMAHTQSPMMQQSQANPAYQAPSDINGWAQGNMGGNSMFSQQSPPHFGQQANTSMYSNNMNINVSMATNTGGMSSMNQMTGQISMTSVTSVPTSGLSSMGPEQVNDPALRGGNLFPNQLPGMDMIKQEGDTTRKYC
LMP1 NFkB inh – inhibitors of Epstein-Barr LMP1-induced NF-kappaB reporter. LMP1-induced NF-kappaB luciferase reporter cells, luminescence. inhibition, % at 12.5 µM. AID 504558. hit rate 0.69% among 350,000; in the data active means inhibition above about 41%;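 further: 0% = neutral control wells and 100% = reference inhibitor control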
NCOA3 inh – inhibits human SRC3 coactivator; Q9Y6Q9; HEK293 GAL4-SRC3 luciferase reporter, luminescence; inhibition, % at 3.6 µM; hit rate 0.17% among 360,000; AID 588352;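 active means inhibition above a per-campaign cutoff, the mean of all compounds plus 3 SD, cut at about 60% in these data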;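 further: 0% = DMSO-treated cells and 100% = gossypol-treated cells at 36 µM; higher means less SRC3-driven luciferase light from the GAL4 reporter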
CF NFkB inh – blocks PAF-induced NF-kB reporter in cystic fibrosis cells | KKLEB NF-kB-GFP reporter, GFP fluorescence overnight | inhibition, % at 5 µM | hit rate 0.86% among 360,000;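 active means at least 50% inhibition at 5 µM, scaled per plate between neutral and stimulator controls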;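 further: PAF is a Pseudomonas aeruginosa culture filtrate used as stimulus; plate controls were PAF-stimulated DMSO wells for no effect and unstimulated DMSO wells for full effect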
NCOA1 inh – human NCOA1 inhibition. Q15788. HEK293 GAL4-SRC1 luciferase reporter, luminescence. inhibition, % at 3.6 µM. hit rate 0.12% among 360,000;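 active means inhibition above the campaign mean plus 3 SD, with each screening campaign given its own cutoff, cut at about 60% in these data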;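 further: 0% = DMSO treated cells and 100% = gossypol at 36 µM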
NR5A2 inv ag – suppresses constitutive activity of human LRH-1. HEK293T StAR-luciferase reporter, LRH-1 transfected, 24 h. O00482. inhibition, % at 3.6 µM. hit rate 0.13% among 360,000;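 active means inhibition above the mean inhibition of all tested compounds plus 3 SD, cut at about 73% in these data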;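 further: 0% = DMSO wells and 100% = reporter-only cells lacking LRH-1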
TROY signal inh – blocks TROY-dependent signaling in reporter cells | Q293 LMP1-TROYcd NF-kB luciferase reporter, 4 h | inhibition, % at 10 µM | hit rate 0.98% among 360,000 | AID 1347056;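 active means compounds whose plate-normalised and pattern-corrected inhibition of the luciferase reporter signal at the single screening dose is 50% or more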
Numbers without * were called inactive; nt = not tested or not shown.

compound	KKLEB cytotox	COUP-TFII inh	TWEAK Fn14 block	C8 TRAIL sens	NCOA2 inhibitor	LMP1 NFkB inh	NCOA3 inh	CF NFkB inh	NCOA1 inh	NR5A2 inv ag	TROY signal inh
O=C(c1ccc(N2CCN(C(=O)c3ccccc3Br)CC2)cc1)c1cccc(F)c1	-23	34	27	20	24	-4	-4	22	8	21	48
CCOc1ccc(NC(=O)C2CCN(C(=O)NCc3ccccc3)CC2)cc1	6	-4	-5	-11	-20	4	-7	-4	-12	-2	-13
CCCc1nc2ccccc2c(=O)n1N	-2	11	-32	-7	-12	1	0	-2	10	0	-23
COc1ccc(N(C(=O)c2ccco2)C(C(=O)NC2CCCC2)c2cccs2)cc1OC (stereo not drawn)	0	-3	5	-10	-30	7	-1	7	4	9	12
CC(=O)c1ccc(Nc2nc(C)cc(C)n2)cc1	-2	-27	-3	16	-109	80*	-60	-13	-75	-83	-50
CC1CCCc2sc3nc(N4CCN(CCO)CC4)n4ncnc4c3c21 (stereo not drawn)	-5	-28	-17	11	-6	-2	-33	-24	-45	4	-27
Cc1c(C(=O)N2CCN(c3ccc(C(F)(F)F)cn3)CC2)oc2ccccc12	-1	8	8	-6	0	19	15	17	-4	-8	22
COc1ccc(CC(C(=O)Nc2cc(C)ccc2C)/C(N)=N/O)cc1 (stereo not drawn)	4	15	10	25	-16	-9	6	9	-20	4	9
O=C(NC1CSCC1OC(=O)c1ccccc1)c1ccccc1 (stereo not drawn)	9	8	-6	7	4	-5	18	-15	-21	-2	10
Cc1ccc(C)c(CN2CCN(c3ncccn3)CC2)c1	-10	0	1	-3	-31	12	-9	3	6	-8	6
CCOC(=O)C[C@H]1c2ccccc2S(=O)(=O)N1Cc1cccc(C(F)(F)F)c1	6	23	-20	-29	14	1	5	8	12	21	2
O=C1C=C(c2cc3ccccc3o2)C[C@@H](c2ccc(F)cc2)C1	-3	0	-27	16	-14	-8	-9	-1	-35	2	-28
O=C(NCc1ccccc1)c1cc(C2CCCCN2C(=O)CCc2ccccc2)on1 (stereo not drawn)	-10	19	0	6	2	nt	18	12	-15	14	9
COC(=O)c1sc(NC(=O)CSc2nnnn2-c2cccc(OC)c2)nc1C	-1	-1	6	-13	-27	-6	-7	-2	-3	-18	1
Cc1ncc(CO)c(CNc2ccc(Oc3ccccc3)cc2)c1O	0	19	-27	16	-12	21	-1	-5	0	1	-2
O=C(CSC(=S)N1CCCC1)N/N=C/c1c(O)[nH]c(=S)[nH]c1=O	-10	2	10	8	-27	3	20	-13	-17	-17	-7
COC[C@H]1CCCN1c1ccc2c(c1)O[C@H](COCc1ccccc1)CN([C@H](C)c1ccccc1)S2(=O)=O	nt	-18	17	8	6	nt	nt	nt	nt	1	6
COc1cc2c(cc1OC)-c1nncn1C(C)(C)C2	7	25	0	-1	-21	10	8	10	3	4	11
O=C(CSc1cccc(C(F)(F)F)c1)Nc1nnc(C2CC2)s1	6	15	-28	21	-6	7	15	5	11	3	14
COc1ccc(CNC(=O)C(=O)NCC2OCCCN2S(=O)(=O)c2cccs2)cc1 (stereo not drawn)	-9	4	-2	-3	16	1	-7	20	-14	8	11
CC(C)NS(=O)(=O)c1ccc(OCC(=O)Nc2ccc3c(c2)OCCO3)cc1	2	15	15	-1	-16	0	22	6	-1	16	12
Cc1nnc(SCC(=O)Nc2ccc3c(c2)OCCO3)n1CC1CCCO1 (stereo not drawn)	-9	-5	36	-3	-1	-11	11	20	-10	12	22
Nn1c(SCC(=O)Nc2ccc(N3CCOCC3)cc2)nnc1-c1ccccc1F	-21	-15	-9	1	-13	2	-22	39	-30	-24	-17
O=C(NCCCN1CCCCCC1)C1CC(=O)N(C2CCCC2)C1 (stereo not drawn)	0	-13	7	-3	5	4	6	0	-2	-2	-15
CC1CCC2(CC1)C(Nc1cccc(Cl)c1)=NC(=S)N2CC#N (stereo not drawn)	-31	0	7	48	11	6	5	37	13	9	12
CC(C)Oc1ccc(N2CC(C(=O)Nc3ccc(N4CCOCC4)cc3)CC2=O)cc1 (stereo not drawn)	1	-2	12	-17	-16	-3	-1	-11	6	-11	-15
O=C(OCC(=O)c1ccc[nH]1)c1ccc(F)c(S(=O)(=O)N2CCOCC2)c1	3	-1	6	-15	-2	-7	6	-42	-10	-5	-22
COCc1nnc(NC(=O)c2cc(C(=O)OC)cc([N+](=O)[O-])c2)s1	-22	-10	-15	2	6	-9	19	-3	-12	-5	4
CC1CCN(c2ccc(-c3cccs3)nn2)CC1	-81*	45*	105*	97*	62*	57*	41	-22	18	32	66*
COC(=O)[C@@]1(Cc2ccccc2)[C@H]2C(=O)N(C)C(=O)[C@H]2[C@H]2CN=C(SCc3ccccc3)N21	0	-6	10	-4	-25	3	5	0	13	7	2
O=C(O)c1n[nH]nc1-c1ccccc1	5	-8	-20	0	-25	-8	0	9	10	8	-4
NS(=O)(=O)c1ccc(NC(=O)CSc2nc(Nc3ccccc3)nc(N3CCOCC3)n2)cc1	-18	13	-24	-3	-1	-1	11	11	-20	-15	-9
Clc1ccc(CNc2ncccn2)cc1	-18	-20	72*	-10	11	0	20	14	7	14	13
O=C(O)c1ccc(CSc2nnnn2C2CCCCC2)cc1	-10	0	9	-18	-12	-7	8	23	5	-7	0
Cc1ccc(Nc2nc(C)c3c(n2)CC(C)CC3=O)c(C)c1 (stereo not drawn)	2	-9	-3	21	-7	9	12	6	13	2	-7
COC(=O)CCCC[C@@H]1O[C@H](CCc2ccccc2)CC2=C1C(=O)OC(C)(C)O2	nt	1	-30	7	9	nt	nt	nt	nt	18	7
COc1ccc(OC)c(-c2csc(-c3cccs3)n2)c1	9	-9	-9	-13	-7	1	-2	-15	10	-8	25
O=C(NC(c1ccc(Cl)cc1)c1ccccn1)C1CCN(CCOc2ccc(Cl)cc2Cl)CC1 (stereo not drawn)	-14	13	-33	5	0	nt	-12	9	6	-34	30
Cc1ccc(C(=O)Nc2nccs2)cc1S(=O)(=O)N1CCCCC1	1	-2	15	7	1	0	0	16	2	2	1
O=C(Nc1ccccc1C(=O)NCCCn1ccnc1)c1ccc(Cl)cc1Cl	14	7	16	-7	10	-10	8	-20	-29	3	nt
Cc1ccc(C(=O)CNc2cc(C)ccc2C)cc1	-4	8	8	2	-13	6	-1	7	9	10	8
COc1ccc(C(C)C)cc1S(=O)(=O)Nc1ccncc1	8	7	5	2	17	-4	2	6	12	7	8
CCOc1cc(S(=O)(=O)N2CCN(c3ccc(F)cc3)CC2)c(OCC)cc1-n1cnnn1	-13	5	-36	15	0	-9	20	6	3	8	-8
CC(C)CC(=O)Nc1cccc(-c2nc3ccccc3[nH]2)c1	2	-21	-10	6	-14	-8	-1	-3	9	-7	-7
O=C(CCCc1ccccc1)NCCCc1ccccc1	0	-28	-13	-9	-21	-15	-5	-8	4	7	-2
Cc1noc(C)c1COC(=O)[C@H](C)NS(=O)(=O)c1ccc(Cl)c(Cl)c1	1	8	7	2	4	-6	10	-5	10	8	17
CCOC(=O)c1c(NC(=O)c2ccco2)n(C2CCCCC2)c2nc3ccccc3nc12	-14	14	88*	-11	-18	-7	-1	23	3	21	71*
Cn1cccc1CN1CCC[C@]2(N[C@H](c3ccc(C(F)(F)F)cc3)[C@@H]3C(=O)N(Cc4ccccc4)C(=O)[C@@H]32)C1=O	-6	0	3	-1	-2	-11	0	-16	13	0	-1
COc1cc(NC(=O)c2ccccc2Cl)ccc1NC(=O)c1cccs1	4	-36	-8	-1	-71	-20	-43	-12	-52	-93	-55
O=C(/C(=N/N=C/c1ccc(O)c(O)c1)c1ccccc1)c1ccccc1	2	1	5	12	-10	-4	-17	-9	-23	6	-12
COc1ccc(C2C(C(=O)NCc3ccccn3)CCC(=O)N2c2cc(OC)c(OC)c(OC)c2)cc1 (stereo not drawn)	-7	-16	-3	-16	7	-3	14	0	-11	-22	-4
Cc1ccc(-n2c(C)cc(C(=O)COC(=O)C3=NNC(=O)CC3)c2C)cc1	-2	-8	16	2	-1	-2	0	9	-13	6	5
CC1(C)CC(NCc2ccccc2)=CC(=S)N1	-22	nt	0	2	nt	nt	8	8	7	-32	-10
CCOc1cc(/C=N/NC(=O)CSc2cccc3cccnc23)ccc1O	-11	11	-49	-9	-27	7	-21	-9	9	24	-16
CNC(=O)/C(=C\c1ccc2c(c1)OCO2)NC(=O)c1ccc(Br)cc1	1	8	0	8	-18	6	7	-4	-12	15	9
Cc1ccc(C)c(C(=O)CCC(=O)NCc2ccc(Cl)cc2)c1	6	-6	-25	-13	-19	1	6	4	-10	-4	-5

Other compounds.
compound	KKLEB cytotox	COUP-TFII inh	TWEAK Fn14 block	C8 TRAIL sens	NCOA2 inhibitor	LMP1 NFkB inh	NCOA3 inh	CF NFkB inh	NCOA1 inh	NR5A2 inv ag	TROY signal inh
CCC(C)(C)c1ccc(Oc2ccc(NC(=O)COC(=O)C3=COCCO3)cc2)cc1	10	33	29	5	57*	-3	-17	-5	4	-3	0
O=C(C1=C(O)C(=O)N(CCN2CCOCC2)C1c1cccc(O)c1)c1cc2ccccc2o1 (stereo not drawn)	6	7	0	-15	24	2	0	-15	-8	-14	0
Cc1cc(C)c(C(=O)N(C)CC2CCCN(CCc3ccccc3F)C2)o1 (stereo not drawn)	-4	-17	-1	-4	0	-2	-2	-6	-12	36	-15
Cc1ccc(F)cc1NC(=O)Cc1nn(C)c(=O)c2ccccc12	-6	54*	15	16	33	5	19	2	3	31	31
COC(=O)N/N=C/c1cc(N=Nc2ccccc2)ccc1O	14	-1	12	8	17	-5	-4	13	-20	-40	-14
CCCN1C(=O)C2(C(C(=O)c3ccc(C)o3)=C(O)C(=O)N2CCCOC)c2ccccc21 (stereo not drawn)	5	0	-3	-8	-7	6	7	0	0	-4	-7
COc1ccc(C)cc1S(=O)(=O)NC(C)C(=O)NC1CC1 (stereo not drawn)	-19	15	5	-5	1	-8	10	14	6	15	5
NS(=O)(=O)c1ccc(NC(=O)Nc2cccc3ccccc23)cc1	-13	7	1	-4	-10	1	-1	-35	-34	15	-2
COC(=O)CCCn1cc(CN2CC(N3CCCCC3)CS2(=O)=O)nn1 (stereo not drawn)	nt	-10	-1	3	11	nt	nt	nt	nt	-15	-7
CCc1nc2c(OCc3ccc(C#N)cc3)cccn2c1N(C)C(=O)c1ccco1	13	12	6	-13	-9	nt	-14	-60	9	-3	-8
Cc1nc(C)c(-c2csc(Nc3ccc(O)c(C(=O)O)c3)n2)s1	-8	-21	-13	2	5	4	2	3	10	-10	6
O=C(COC(=O)/C=C/c1ccccc1[N+](=O)[O-])Nc1ccc2[nH]c(=O)[nH]c2c1	-6	13	6	0	-6	5	-8	11	4	20	2
